# From PubChem BioAssay
# p53ts 32C tox – p53ts cell cytotoxicity, permissive temperature | H1299-p53A138V at 32C, ATP luminescence viability, 24 h | Potency, µM (titrated, usually from 46.1 µM), without a hit: at the highest dose activity change, negative = cytotoxicity, most hits filed as cytotoxic | 130,000 tested, 0.93% active;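 also: 0% = DMSO and -100% = full killing by reference compound; nearly all actives have a fitted effect of over 55% in size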
#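 Cells: H1299 p53ts (A138V), 600/well, pre-incubated 16–30 h at 37C. Cpd up to 46 uM, 24 h, 32C. Readout: ATPlite luminescence, 20 min RT. Normalization: DMSO vs tamoxifen 100 uM. AC50 by Hill equation.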
# p53ts 39C kill – kills p53ts cells at the nonpermissive temperature; H1299-p53A138V viability at 39C, ATP luminescence, 24 h; Potency, µM (top dose mostly 46.1 µM), inactives show at the highest dose activity change, negative = cell killing, usual class: cytotoxic; 130,000 tested, 1.5% active; AID 902; also: nearly all actives have a fitted effect of over 55% in size
# IkB signaling – inhibitors of IkB signaling in ABC-DLBCL cells; ABC-DLBCL IkBa-CBG/CBR dual luciferase ratio, 4 h; response scale: scaled: untreated 0%, proteasome inhibitor 100%; 110,000 tested, 0.04% active; AID 445; Potency, µM (top dose mostly 57.1 µM), without a hit: at the highest dose IkBa stabilization activation; active = well fitted curve in the direction sought with a large enough effect in the signal ratio, not every such curve was filed as active; inconclusive = small, poorly fitted or top-dose-only effect, or a change in a side signal; the % refers to the signal ratio;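 also: the direction sought is a rising ratio; 0% = basal untreated cells and 100% = reference inhibitor full response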
#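 Curves were fitted separately to fusion (green), unfused (red) and ratio luminescence, then classed by r2, magnitude and activity. Cells: OCI-Ly3, 4 h compound plus doxycycline at 37C; 10 uM MG-132 defined full response.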
# Imprint erasure – induces erasure of genomic imprints in mouse ES cells | mouse ES Peg3-LacZ reporter, beta-gal luminescence, 40 h | Potency, µM (doses to about 60.7 µM), without a hit: top-dose activity change, positive = activation, usual class: activators | 110,000 tested, 0.02% active;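 also: 0% = negative control wells on the plate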
#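 Each well holds 300 Peg3LacZ-Neo (maternal) female ES cells incubated 40 h at 37C, 5% CO2. LacZ is measured by BetaGlo luminescence, with AC50 and maximum efficacy derived from dose-response curves.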
# * hit, by the source's call; ? = inconclusive; . = no result given; [ ] = remark or other dose. Unless noted, calls follow the shape of the dose curve; as a rule, active = well fitted curve in the direction sought with a large enough effect; inconclusive = small, poorly fitted or top-dose-only effect, or another doubt; inactive = no such curve, though single readings can be large; an effect the other way counts as inactive or inconclusive. Unless noted, % is scaled to controls: 0 for no effect and ±100 for the full control effect; potency is read from the fitted curve at half-maximal effect.
# Values in the order – p53ts 32C tox	p53ts 39C kill	IkB signaling	Imprint erasure
- CCOC(=O)c1ccc(COC(=O)CNC(=O)CNC(=O)c2ccc(OC)cc2)o1
  -4%	4%	-0.9%	-10%
- CN(C)c1ccc(CNC(=O)CN2C(=O)CSc3ccc(S(=O)(=O)N4CCCC4)cc32)cc1
  8%	-13%	-1.9%	-8%[10.9 µM]
- O=C(Nc1cccc2ccccc12)N1CCN(c2ccc(F)cc2)CC1
  2%	7%	2.4%	-5%
- Cc1ccc(CNC(=O)CCc2c(C)nc3nc(CNC(=O)OC(C)(C)C)nn3c2C)cc1
  2%	-10%	2.2%	-7%[10.9 µM]
- CN(C)CCNC(CC(=O)Nc1ccc(Cl)c(Cl)c1)C(=O)O (stereo not drawn)
  2%	2%	-0.2%	11%
- Cc1ccc(C)c(Nc2nn3c(=O)c4ccc(C(=O)NCCc5ccccc5)cc4nc3s2)c1
  -6%	3.2µM*	?	23%[10.9 µM]
- CCOc1ccc(-n2nc3ccc(NC(=O)c4ccc5c(c4)OCCO5)cc3n2)cc1
  -4%	10%	.	.
- COc1ccc(C)cc1NC(=O)C1CCN(S(=O)(=O)c2ccc3[nH]c(=O)oc3c2)CC1
  -4%	-19%	-0.6%	-13%[10.9 µM]
- O=C(CNC(=O)Cn1ccc2ccccc2c1=O)NCCCN1CCCCCC1
  -6%	-7%	0.3%	0%
- Cc1ccc(NC(=O)CSc2nc(=O)n(Cc3ccncc3)c3c2CCC3)cc1Cl
  8%	-6%	?	10%[10.9 µM]
- COc1ccc(OC)c(NC(=O)CSc2nnnn2-c2ccccc2F)c1
  -19%	-17%	1.1%	-19%
- COc1ccc(C(c2nnnn2C(C)(C)C)N2CCN(c3nc4ccccc4s3)CC2)cc1 (stereo not drawn)
  7%	12%	5.7%	.
- CCOc1ccc(C(=O)Nc2ccc3c(c2)N(C(C)=O)CCC3)cc1OCC
  -1%	4%	?	-5%[10.9 µM]
- Cc1c(N=C/C=C/c2ccccc2)cnn1C
  7%	-2%	-0.1%	14%
- COc1cc(S(=O)(=O)NCc2ccccc2)ccc1F
  5%	17%	6.9%	-32%[inhibitor]
- Cn1c(SCC#N)nnc1-c1ccc2c(c1)OCO2
  4%	13%	.	.
- CCc1cccc(C)c1NC(=O)CCCn1c(=O)c2cccn2c2cccnc21
  2%	6%	-2.1%	-13%[10.9 µM]
- Cn1c(CCNC(=O)C(C)(C)C)nc2ccccc21
  -3%	3%	0.3%	-3%
- COc1ccc(-c2csc(N3CCN(C(=O)c4ccccc4)CC3)n2)cc1
  10%	19%	.	.
- CC1(C(=O)NC2CCCC2)CCC(=O)N1Cc1cccs1 (stereo not drawn)
  1%	-2%	1.1%	-20%

# Following part
# Values in the order – p53ts 32C tox	p53ts 39C kill	IkB signaling	Imprint erasure
- O=C(Nc1ccc(NC(=O)C2CC2)nc1)c1ccncc1
  4%	7%	-1.9%	-18%
- Cc1cnc(CNc2cc(-c3cccnc3)ncn2)cn1
  4%	0%	-2.8%[11.4 µM]	?
- COc1ccc(NC(=O)CSc2nnc(-c3ccccc3C)n2N)cc1
  0%	15%	-1.0%	-18%
- COc1ccc(NC(=O)CSc2nncn3c2cc2oc(C)cc23)cc1OC
  0%	3%	?	-17%[10.9 µM]
- CN(c1ccc(C(=O)NCCSCc2ccco2)cc1)S(C)(=O)=O
  -8%	9%	3.8%	-7%
- O=S(=O)(Nc1nc2ccccc2s1)c1ccc(Br)s1
  -5%	2%	?	1%
- CC(=O)c1c(C)cc(C)c(CSc2nc(C)cc(=O)[nH]2)c1C
  -3%	16%	-4.4%	-12%
- O[C@H](C[C@@H]1CCCCN1)c1ccc2c(c1)oc1ccccc12
  -4%[9.22 µM]	1%[9.22 µM]	-6.2%[11.4 µM]	-10%[10.9 µM]
- COC(=O)N1CCC2(CCCN(C(=O)Nc3cccc(C#N)c3)C2)CC1
  10%	0%	0.5%[11.4 µM]	.
- Cc1cc(C)cc(NC(=O)Cn2nnc(-c3nc(-c4ccncc4)no3)c2N)c1
  5%	3%	0.1%	-6%[10.9 µM]
- CCOC(=O)c1c(C(C)(C)C)oc2ccc(OCC#N)cc12
  6%	5%	2.1%	-17%
- O=C(NCc1ccccn1)c1cc(-n2cnnc2)ccc1Cl
  4%	12%	-3.9%	-5%
- COc1cccc2cc(C(=O)N3CCN(c4cc(C)ccc4C)CC3)c(=O)oc12
  4%	-2%	?	-11%[10.9 µM]
- Cc1ccc(C2CC(C(F)(F)F)n3ncc(C(=O)NCc4ccco4)c3N2)cc1 (stereo not drawn)
  -3%	-11%	?	-7%
- CC(=O)c1ccc(NC(=O)Cn2c(-n3nc(C)cc3C)nc(C)c(C)c2=O)cc1
  0%	7%	2.6%	27%[10.9 µM]
- CN(C)c1cccc(-c2nnc(SCCCC#N)o2)c1
  ?	?	3.2%	-22%
- CC(C)=NNc1ncnc2nc[nH]c12
  -7%[9.22 µM]	1%[9.22 µM]	-0.8%[11.4 µM]	-16%[10.9 µM]
- COc1c(F)c(F)c(C(=O)Nc2ccc(NC(=O)c3ccco3)cc2)c(F)c1F
  1%	7%	2.0%	-5%
- O=C(C1CC1)N1CCc2cc(Br)cc(S(=O)(=O)Nc3ccc(F)c(F)c3)c21
  ?	?	?	-12%[10.9 µM]
- Cc1ccccc1-n1c(Cn2c(=O)sc3ccccc32)nnc1SCC(=O)N1CCCC1
  2%	-6%	-0.1%	-9%

# Single records, as listed above.
# Record of O=C(C1CC1)N1CCc2cc(Br)cc(S(=O)(=O)Nc3ccc(F)c(F)c3)c21 = p53ts 32C tox: ?; p53ts 39C kill: ?; IkB signaling: ?; Imprint erasure: -12%[10.9 µM]
# Record of CN(C)c1cccc(-c2nnc(SCCCC#N)o2)c1 = p53ts 32C tox: ?; p53ts 39C kill: ?; IkB signaling: 3.2%; Imprint erasure: -22%

# Next records follow.
# Values in the order – p53ts 32C tox	p53ts 39C kill	IkB signaling	Imprint erasure
- Cc1noc(C)c1C(=O)N1CCC[C@@]2(CCN(Cc3cc(C(F)(F)F)cc(C(F)(F)F)c3)C2)C1
  3%	-2%	1.0%[11.4 µM]	.
- Cc1ccc(OCC(=O)Nc2ccc3nc(Nc4cccc(Cl)c4)cc(C)c3c2)cc1
  -6%	-19%	4.4%	-11%[10.9 µM]
- COc1cccc(-c2nn3c(=O)cc(CN4CCN(S(=O)(=O)c5ccc(C)cc5)CC4)nc3s2)c1
  1%	-21%	0.6%	-9%[10.9 µM]
- CCC12CN3CC(CC)(CN(C1)C3c1c[nH]c3ccccc13)C2=O (stereo not drawn)
  -2%	6%	5.9%	4%[10.9 µM]
- C=CCOc1cccc(C2c3c(oc4ccc(F)cc4c3=O)C(=O)N2CCCN2CCOCC2)c1 (stereo not drawn)
  11%	1%	-2.1%	-4%
- O=C(Nc1ccccc1)N1CCN(C(=O)c2nsc3ccccc23)CC1
  -6%	1%	-0.7%	19%[10.9 µM]
- CCOC(=O)C1CCN(c2ncnc3c2c(-c2ccccc2)cn3-c2ccc(Cl)cc2)CC1
  2%	?	?	-18%[10.9 µM]
- COC(=O)C(C)n1nnc2sc(-c3ccccc3)cc2c1=O (stereo not drawn)
  ?	?	?	-13%[10.9 µM]
- Cc1cc(NC(=O)CCC(=O)N(c2ccccc2)C2(C(=O)NC3CCCCC3)CCCC2)no1
  7%	-6%	2.2%	-18%
- COc1ccc(Cl)cc1NC(=O)c1c(NCc2ccc(C)o2)sc2c1CCCCC2
  4%	-4%	?	3%[10.9 µM]
- CCOC(=O)Cc1cnc(NC(=O)c2ccccc2)s1
  -10%	-4%	?	-52%[inhibitor]
- Cc1cnc(CNc2cc(-c3cccc(NS(C)(=O)=O)c3)ncn2)cn1
  3%	14%	-0.4%[11.4 µM]	-2%
- CC(C)CCNC(=O)c1ccc2c(c1)nc1n2CCCCC1
  16µM*	3.2µM*	?	-32%[inhibitor][10.9 µM]
- CCC(C)(C)NC(=O)C(c1ccncc1)N(Cc1cccs1)C(=O)Cn1nnc2ccccc21 (stereo not drawn)
  -8%	4%	-0.4%	2%
- CC(NC(=O)c1ccco1)C(c1cccs1)N1CCN(c2ccc(F)cc2)CC1 (stereo not drawn)
  -4%	-14%	?	-17%
- O=C(C1CCCO1)N1CCN(S(=O)(=O)c2ccccc2)CC1 (stereo not drawn)
  -17%	10%	2.0%	9%
- O=c1nc(-c2ccccc2)c2cc(Cl)ccc2[nH]1
  7%	8%	?	-3%
- CCC(C(=O)Nc1cc(C)ccc1C)n1c(=O)c(C(F)(F)F)nc2ccccc21 (stereo not drawn)
  17%	-10%	-2.1%	-4%[10.9 µM]
- Cc1ccc(CNC(=O)CCn2cnc3ccccc3c2=O)cc1
  35%[activator]	-27%	6.9%	?
- CSc1cccc(NC(=O)CN(C2CCCCC2)S(C)(=O)=O)c1
  5%	14%	-0.8%	-18%

# (further entries)
# Values in the order – p53ts 32C tox	p53ts 39C kill	IkB signaling	Imprint erasure
- Cc1cc(S(=O)(=O)Nc2ccc(C(=O)O)cc2)c(C)c(S(=O)(=O)c2ccc(Cl)cc2)c1
  -3%	9%	3.3%	-6%[10.9 µM]
- Cc1cc(C(=O)N2CCN(c3cccc(Cl)c3)CC2)c2c(C)nn(-c3ccccc3Cl)c2n1
  7%	-18%	?	-10%[10.9 µM]
- CCc1c(C)nc2nncn2c1NCc1ccc(Cl)cc1
  5%	-19%	?	-19%[10.9 µM]
- CC(=O)N1CCCc2ccc(NC(=O)c3ccc(C(F)(F)F)cc3)cc21
  -17%	-5%	-0.8%	20%[10.9 µM]
- Cn1c2ccccc2c2c(C(=O)N3CCN(c4cccc(Cl)c4)CC3)cn(C3CCCCC3)c(=O)c21
  8%	-3%	7.3%	-9%[10.9 µM]
- CC(=O)c1ccc(N2C(=O)N(Cc3ccccc3C#N)c3ccccc3S2(=O)=O)cc1
  -1%	-11%	-0.8%	?
- C/C(=N\NC(N)=S)c1ccc[nH]1
  -2%[9.22 µM]	0%[9.22 µM]	-0.1%[11.4 µM]	-5%[10.9 µM]
- COc1ccc(CCNc2nc(C)nc3c2oc2ccccc23)cc1OC
  ?	-6%	?	-18%
- CN1C=C(C(F)(F)F)C=C/C1=C(\C#N)c1nnc2n1CCCCC2
  2%	7%	0.6%	-8%
- Cc1[nH]nc2c1C(c1ccc(OC(=O)c3ccco3)cc1)C(C#N)=C(N)O2 (stereo not drawn)
  2%	-6%	2.5%	-25%
- COc1cc2nc(C3CCC3)n(NC(=O)C3CCC(OC)CC3)c(=O)c2cc1OC (stereo not drawn)
  4%	3%	-1.5%	-9%
- CCOC(=O)C1CCN(CC(=O)c2c(C)[nH]c3ccccc23)CC1
  -4%	2%	2.5%	-12%
- O=C(COC(=O)C12CC3CC(CC(C3)C1)C2)NCc1ccco1
  3%	-2%	-0.8%	-8%
- CCCOc1ccc(N2C(=O)CC(N3CCC(O)(c4cccc(C(F)(F)F)c4)CC3)C2=O)cc1 (stereo not drawn)
  -9%	-3%	8.1%	-12%
- CN1CCC(N(C)C(=O)c2ccccc2Nc2ccc(SC(F)F)cc2)CC1
  -25%	-25%	0.4%	-10%
- CCc1nn(CC(=O)NC(C)CC)c(=O)c2cc3occc3n12 (stereo not drawn)
  3%	5%	-1.6%	-6%[10.9 µM]
- OC(CN1CCOCC1)Cn1c(-c2cccc(Cl)c2)nc2ccccc21 (stereo not drawn)
  -8%	9%	-1.2%	-1%
- C=CCn1c(=O)c2c(C)c(C)sc2n2c(Nc3ccccc3)nnc12
  17%	7%	1.4%	2%
- O=C(Oc1nsnc1N1CCOCC1)N(c1ccccc1)c1ccccc1
  -3%	9%	-0.3%	-16%
- CN1C(=O)c2[nH]nc(-c3ccc(F)cc3)c2C1c1cccc(O)c1 (stereo not drawn)
  11%	-8%	?	-14%[10.9 µM]

# Later entries
# Values in the order – p53ts 32C tox	p53ts 39C kill	IkB signaling	Imprint erasure
- Cc1ccc(Cn2c(CCNC(=O)c3cccc(C)c3)nc3ccccc32)cc1
  16%	-11%	?	-13%[10.9 µM]
- CCN1CCN(CNC(=O)c2cnccn2)CC1
  0%	1%	0.3%	-8%
- Cc1noc(C)c1COC(=O)Cc1ccc(Cl)cc1
  7%	-3%	0.5%	-6%
- CCc1nc2oc3ccccc3c(=O)c2c(=O)n1CCOC
  4%	6%	-0.7%	-7%
- Cc1cc2nc(C)c(Cc3ccccc3)c(=O)n2[nH]1
  6%	11%	2.6%	-2%
